# L3MBTL1 inh: qHTS Assay for the Inhibitors of L3MBTL1; AID 485360, 2010; AlphaScreen L3MBTL1–H3K9me1 peptide binding; Potency, µM (doses to about 57.1 µM), without a hit: at the highest dose activity, negative = inhibition, most hits filed as inhibitors; hit rate 0.66% among 230,000; Lethal(3)malignant brain tumor-like protein 1 (Homo sapiens), Q9Y468; note: % is set by controls: 0 for no effect and ±100 for the full control effect; nearly all actives have a fitted effect of over 60% in size
# Target sequence (Q9Y468 whole entry, looked up): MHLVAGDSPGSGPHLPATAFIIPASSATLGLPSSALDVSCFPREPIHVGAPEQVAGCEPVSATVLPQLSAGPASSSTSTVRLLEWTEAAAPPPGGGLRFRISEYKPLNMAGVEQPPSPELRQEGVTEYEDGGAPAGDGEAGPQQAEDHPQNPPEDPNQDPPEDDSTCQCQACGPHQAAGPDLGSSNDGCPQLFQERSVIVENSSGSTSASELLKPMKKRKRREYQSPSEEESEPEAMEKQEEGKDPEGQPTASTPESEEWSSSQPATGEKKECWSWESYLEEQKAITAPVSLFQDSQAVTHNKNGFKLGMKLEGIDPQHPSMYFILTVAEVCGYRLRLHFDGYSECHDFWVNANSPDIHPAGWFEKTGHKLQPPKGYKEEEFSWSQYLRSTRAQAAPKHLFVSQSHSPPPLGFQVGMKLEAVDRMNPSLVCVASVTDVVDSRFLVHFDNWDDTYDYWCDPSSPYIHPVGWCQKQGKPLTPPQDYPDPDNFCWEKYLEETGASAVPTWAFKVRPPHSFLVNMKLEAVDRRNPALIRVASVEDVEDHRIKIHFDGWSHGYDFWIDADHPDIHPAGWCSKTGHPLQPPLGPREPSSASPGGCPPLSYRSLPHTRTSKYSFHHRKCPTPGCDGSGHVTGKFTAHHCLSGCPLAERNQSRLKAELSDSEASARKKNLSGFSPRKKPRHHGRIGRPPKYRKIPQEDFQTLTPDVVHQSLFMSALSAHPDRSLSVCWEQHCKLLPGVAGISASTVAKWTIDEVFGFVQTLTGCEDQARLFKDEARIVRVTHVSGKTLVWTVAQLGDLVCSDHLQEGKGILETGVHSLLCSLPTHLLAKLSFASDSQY
#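 L3MBTL1 50 nM + b-AHA-H3(1-15)K9me1 75 nM, 30 min RT; compound added, 30 min RT; streptavidin donor/Ni-chelate acceptor beads 10 ug/mL each final, 30 min RT dark; AlphaScreen read.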
# RECQ1 helicase: qHTS Assay for Inhibitors of RecQ-Like Dna Helicase 1 (RECQ1). ATP-dependent DNA helicase Q1 (Homo sapiens), P46063. RECQ1 DNA unwinding, red fluorescence kinetic read. Potency, µM (highest dose often 57.3 µM), inactives show at the top dose activity, negative = inhibition, hits mostly inhibitors. hit rate 0.54% among 240,000. AID 2549, 2010;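 note: plate controls were vehicle for no effect and no enzyme for full effect; nearly all actives have a fitted effect of over 30% in size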
#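 RECQ1T1 50 nM; forked duplex (20 bp + 30-nt ss tails) 200 nM, ATP 2 mM final; pH 8.0, 2 mM MgCl2, 2.5 ug/ml poly(dI-dC); 15 min compound preincubation; discontinuous kinetic read over 2 h at RT.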
# JMJD2E inh: qHTS Assay for Inhibitors of Human Jumonji Domain Containing 2E (JMJD2E) | Lysine-specific demethylase 4E (Homo sapiens), B2RXH2 | Potency, µM (top dose mostly 57.1 µM), inactives show at the top dose activity change, negative = inhibition, actives largely listed as inhibitors | JMJD2E catalytic domain, FDH-coupled NADH fluorescence (FDH is formaldehyde dehydrogenase) | hit rate 1.6% among 230,000; active = well fitted inhibition curve with a large enough effect, not every such curve was filed as active; inconclusive = small, poorly fitted or top-dose-only effect, or another doubt; inactive = no such curve, though single readings can be large or run the other way;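 note: 0% = wells with enzyme and -100% = buffer wells without enzyme; nearly all actives have a fitted effect of over 50% in size; many of its hits are not listed in these tables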
# SMN2 splice enh: qHTS Assay for Enhancers of SMN2 Splice Variant Expression | HEK293 SMN2-luciferase splicing reporter, luminescence, 30-36 h | Potency, µM (top dose mostly 46.1 µM), for the others: at the top dose activity change, positive = activation, actives largely listed as activators | hit rate 2.8% among 210,000 | AID 1458, 2008; note: % of control where 0% means no effect; nearly all actives have a fitted effect of over 55% in size
#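 qHTS luciferase splicing reporter: luminescence rises when SMN2 exon 7 is included in transfected HEK293 cells. Compound exposure lasted 30-36 h at 37C, with 4.5 mM final sodium butyrate as control, followed by a ONE-Glo read.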
# Tau fibril ThT: qHTS for Inhibitors of Tau Fibril Formation, Thioflavin T Binding; Microtubule-associated protein tau (Homo sapiens), P10636; recombinant tau K18 P301L, heparin-induced fibrillization, ThT fluorescence; AID 1460, 2008; hit rate 2.1% among 270,000; Potency, µM (series often up to 57.4 µM), inactives show at the top dose activity, negative = inhibition, hits mostly inhibitors; note: % is set by controls: 0 for no effect and ±100 for the full control effect; nearly all actives have a fitted effect of over 55% in size
# Target sequence (P10636 561-689 P618L limits assumed): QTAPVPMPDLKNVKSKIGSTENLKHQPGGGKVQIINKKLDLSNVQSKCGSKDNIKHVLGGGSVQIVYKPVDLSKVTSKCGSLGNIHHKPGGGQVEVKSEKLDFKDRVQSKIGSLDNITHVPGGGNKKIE
#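 ThT emission at 510 nm, taken 1 hr after adding 30 uM dye, quantifies aggregates formed when 20 uM heparin acts on human tau K18 P301L for 6 hr at 37 C.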
# LMNA splice mod: qHTS Assay for Modulators of Lamin A Splicing | HeLa LMNA splicing GFP/RFP minigene ratio, 48 h | hit rate 0.01% among 200,000 | Potency, µM (highest dose often 46.1 µM), for inactives: at the top dose ratio change, negative = inhibition, hits mostly inhibitors | AID 1487, 2009; active = well fitted inhibition curve with a large enough effect in the signal ratio, with a control signal flat, not every such curve was filed as active; inconclusive = small, poorly fitted or top-dose-only effect, or effect the other way, or a change in a side signal; the % refers to the signal ratio; note: % is set by controls: 0 for no effect and ±100 for the full control effect
#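 S3 HeLa stable clones carrying a lamin A-EGFP splicing minigene plus DsRed2 were seeded at 600 cells/well in Opti-MEM with 2% FBS, pin-dosed and incubated 48 h at 37°C. Acumen cytometry (488 nm) gave the GFP/RFP total-intensity ratio.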
# ALDH1A1 block: qHTS Assay for Inhibitors of Aldehyde Dehydrogenase 1 (ALDH1A1); Purified ALDH1A1, NADH fluorescence, propionaldehyde substrate; Potency, µM (series often up to 75.3 µM), inactives show top-dose activity, negative = inhibition, actives largely listed as inhibitors; hit rate 7.3% among 220,000; active = well fitted inhibition curve with a large enough effect, not every such curve was filed as active; inconclusive = small, poorly fitted or top-dose-only effect, or another doubt; inactive = no such curve, though single readings can be large or run the other way;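 note: plate controls were no enzyme wells and a reference inhibitor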
# Luc counter: Counterscreen for Luciferase (Kinase-Glo TM) Inhibition. hit rate 0.28% among 200,000. Luciferin 4-monooxygenase (Photuris pensylvanica), Q27757. Kinase-Glo luciferase, ATP luminescence, 8 min. Potency, µM (top dose mostly 38.3 µM), without a hit: at the top dose activity change, negative = inhibition, usual class: inhibitors. AID 1379, 2008; note: % is set by controls: 0 for no effect and ±100 for the full control effect; nearly all actives have a fitted effect of over 60% in size
#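 Kinase-Glo luciferase light output from ATP and luciferin was measured with 10 uM ATP, within the enzyme's linear range. Buffer: 50 mM imidazole pH 7.2, 50 mM KCl, 7 mM MgCl2, 0.01% Tween 20, 0.05% BSA; luminescence read after 8 min at ambient temperature.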
# Numbers without * were called inactive; i = inactive; ? = inconclusive; . = not tested or not shown; & = joins results of further samples; [ ] = dose if it differs, or a comment. Unless noted, calls come from the whole dose curve; as a rule, active = well fitted curve in the direction sought with a large enough effect; inconclusive = small, poorly fitted or top-dose-only effect, or another doubt; inactive = no such curve, though single readings can be large; an effect the other way counts as inactive or inconclusive. Potency is the fitted concentration of half-maximal effect.
molecule,L3MBTL1 inh,ALDH1A1 block,JMJD2E inh,LMNA splice mod,Tau fibril ThT,SMN2 splice enh,Luc counter,RECQ1 helicase
CCOC(=O)C(C)On1c(SC(C)C(=O)OCC)nc2ccccc2c1=O (stereo not given),9%,-2%,2%,5%,-8%,-8%,0%,i
C[N+](C)(C)CC[N+]1(C)Cc2c(Cl)c(Cl)c(Cl)c(Cl)c2C1,.,-9%&-5%,-5%,.,3%&-11%,0%,-9%,1%
CCN1C(=O)c2c(C)nc3ccccc3c2C1=O,.,1%,1%,3%,4%,.,4%,i
O=C(C1=C[C@H](c2ccc(C(F)(F)F)cc2)C[C@H](OCc2ccc(CO)cc2)O1)N1CCN(Cc2ccccc2)CC1,-18%,?,?,.,?,.,.,-9%
O=C(C[n+]1cc(-c2ccc(Cl)c(Cl)c2)n2c1CCC2)OCc1ccccc1,6%,-3%,4%,-5%,1%,1%,0%,-27%
O=C1c2ccccc2S(=O)(=O)N1CC(O)Cn1ccc2ccccc21 (stereo not given),.,13µM*,0%,10%,-3%,-12%,2%,-1%
COc1cccc(OC)c1C(=O)Nc1ccccc1N1CCCC1,.,1%,-4%,11%,-6%,38%,-6%,-5%
N#Cc1nc(-c2ccc(OCc3ccc(Cl)cc3)cc2)oc1N1CCC(C(N)=O)CC1,-3%,-7%,77%,1%,-8%,-22%,-3%,-6%
CCN1CCCC1CNCc1cc(OC)c(OC)c(OC)c1 (stereo not given),.,8%,4%,0%,0%,-20%,-2%,i
Cc1ccc(C(C)(C)C)c(OCCN2CCCC2)c1,-14%,5%,7%,1%,4%,-9%,-1%,0%
COc1ccccc1-c1noc(CSc2nc(N)cc(=O)[nH]2)n1,-6%,-2%,-5%,-1%[46 µM],-2%,.,-10%,19%
c1ccc(C2=Nc3ccccc3NC(c3ccccc3)C2)cc1 (stereo not given),7%,-6%,?,-16%,?,-17%,0%,-15%
CCc1nc2oc(C(=O)c3ccccc3)c(N)c2c2c1COC(C)(C)C2,4%,?,?,4%,-8%,-23%,12%,i
CO[C@@]1(NC(=O)CSCC#N)C(=O)N2C(C(=O)O)=C(CSc3nnnn3C)CSC21 (stereo not given in full),.,5%,5%,.,-22%,1%,-2%,i
Fc1ccccc1CSc1ccc(-c2ccco2)nn1,.,28µM*,?,.,-18%,18µM*,-3%,-29%
CC(=O)C1=C(O)C(=O)N(c2cccc(C(=O)O)c2)C1c1ccc(F)cc1 (stereo not given),-3%,-4%,13%,-2%,0%,-2%,2%,0%
Cc1scc(C(=O)NNC(=S)NCc2ccccc2)c1C,7%,6%,-2%,9%,-1%,16%,0%,2%
Cc1ccc(S(=O)(=O)NC(C)(C)CN2CCc3ccccc3C2)cc1,2%,.,-25%,.,2%,.,.,6%
COc1ccc(Br)cc1C1CC(=O)N2CN(C)CSC2=C1C#N (stereo not given),0%,7.1µM*,-4%,5%,?,-3%,0%,-5%
Cc1ccc(OCC(=O)NNC(=O)C(=O)NC(C)(C)C)cc1,-2%,7%,11%,-8%,3%,-1%,-1%,-5%
Cc1nc2ccccc2c(=O)n1NCc1cccs1,25%,-6%,-3%,-8%,-3%,-21%,-1%,-4%
CC(C)=NOc1nc(N2CCOCC2)nc(N2CCOCC2)n1,8%,11%,4%,.,3%,.,.,-6%
COCCCNC(=O)CNC(=S)N(Cc1ccccc1F)C1CCCCC1,.,14µM*,5%,6%,-6%,4%,3%,-3%
O=C(Nc1ccc2c(c1)OCO2)C1CCN(C(=O)c2ccc([N+](=O)[O-])cc2)CC1,1%,0%,0%,17%[46 µM],-11%,3%,-4%,i
CCn1c(=O)c2c(nc3n2CCCN3CCc2ccccc2)n(C)c1=O,9%,7%,1%,3%,-3%,-9%,1%,5%
Cc1cc(NC(=O)COc2ccc(Cl)cc2Cl)n(-c2ccccc2)n1,2%,-2%,-1%,24%,-8%,-19%,6%,i
CCOCCCn1c(=NC(=O)c2cccs2)c(C#N)cc2c(=O)n3cccc(C)c3nc21,-10%,.,?,.,-11%,.,.,0%
O=C(NC1CCCCC1)c1nn2c(C(F)(F)F)cc(-c3ccco3)nc2c1Br,-11%,22µM*,2%,7%,-22%,14%,-5%,-13%
CSCCC(NC(=O)c1ccco1)C(=O)OCC(=O)Nc1ncc(Cl)c(C)c1Cl (stereo not given),-2%,22µM*,-16%,27%,?,1%,1%,-15%
CNC(=O)NC(=O)Cn1nc2n(c1=O)-c1ccccc1SC2,9%,.,0%,.,-9%,.,.,i
Fc1ccc(/C=C\c2nccc3c2[nH]c2ccccc23)cc1,55%[activator],?,?,?,?,16%,-9%,-1%
COc1ccc(C(=O)NCC(=O)Nc2ccccc2)cc1OC,3%,1%,-13%,-4%,-9%,-15%,-1%,-4%
COc1ccc2c(c1OC)C(Cc1ccccc1)N1CCc3cc4c(cc3C1C2)OCO4 (stereo not given),.,?,?,.,16µM*,.,-2%,i
COc1ccc(C(=O)OC2CC3CC[C@H](C2)N3C(C)=O)cc1OC (stereo not given in full),.,9%,5%,.,-4%,1%,0%,8%
Cc1cccc2nc(-c3ccco3)c(Nc3ccc4c(c3)OCO4)n12,.,?,?,.,?,-35%&8%,4%,-8%
CCOC(=O)Nc1nc(C)c(C(=O)N(C)C)s1,4%,16%,3%,15%,-5%,6%,2%,i
CCCCCC(=O)N/N=C/c1cc(Br)c(O)c(OC)c1,-4%,?,-3%,1%,?,4%,1%,-3%
CCOC(=O)Cc1csc(NC(=O)COc2cc(C)cc(C)c2)n1,4%,15%,-2%,7%[46 µM],-13%,.,0%,7%
COc1ccc([N+](=O)[O-])cc1NC(=O)C(C)Sc1ccc(C)cc1 (stereo not given),2%,6%,-1%,-23%,-1%,-28%,0%,-9%
Cc1ccc(S(=O)(=O)NCc2ccc(C(=O)NCc3cccnc3)cc2)cc1,-5%,?,-18%,.,5%,-9%,0%,19%
CCN1CCN(CCOc2ccccc2OCc2ccccc2)CC1,-6%,?,2%,.,2%,-14%,-1%,i
O=C(Cc1ccc(S(=O)(=O)N2CCCC2)s1)N1CCN(c2ccccc2)CC1,?,5%,-3%,-2%[46 µM],-14%,-7%,7%,-4%
O=C(OCc1ccc([N+](=O)[O-])cc1)c1ccccn1,0%[11.4 µM],4%,7%,3%[46 µM],-11%,1%,2%,i
Cc1c(OCc2ccc(C(=O)O)cc2)ccc2c(-c3ccccc3)cc(=O)oc12,1%,.,?,.,-10%,.,.,-4%
CC(C)(C)c1ccc(/C=N/NC(=O)c2ccccn2)cc1,8%,-4%,-2%,13%[46 µM],-14%,.,-15%,-7%
COc1ccc(OCC(=O)NNC(=O)c2cccc(S(=O)(=O)N(C)C)c2)cc1,4%,0%,0%,-11%,-6%,0%,1%,-4%
Cc1nn(CCCC(=O)Nc2nccs2)c(C)c1[N+](=O)[O-],.,6%,-6%,.,-12%,2%,-1%,-14%
Cc1cnc(NC(=O)COc2cccc3c2OC(C)(C)C3)s1,1%,8%,-2%,-39%,-11%,20µM*,0%,-4%
Cc1ccccc1CSCc1nc2ccccc2[nH]1,34%[activator],?,-3%,-23%,-1%,-1%,1%,-1%
O=c1cc(CO)oc(CN2CCN(CCO)CC2)c1O,.,-7%,?,-1%,-8%,-26%,-3%,-2%

# More results follow:
molecule,L3MBTL1 inh,ALDH1A1 block,JMJD2E inh,LMNA splice mod,Tau fibril ThT,SMN2 splice enh,Luc counter,RECQ1 helicase
COc1ccc(OC)c(C(c2nnnn2CC2CCCO2)N2CCN(C)CC2)c1 (stereo not given),.,?,-11%,8%,-7%,9%,-4%,-10%
CC(C)CNC(=O)CC(=O)N/N=C/c1cccs1,1%,1%,-1%,-3%,-4%,5%,1%,-4%
Cc1ccc(-c2ccccc2)n1-c1cccc(C(=O)O)c1,-9%,?,?,.,-2%,.,.,-3%
CC[C@H](C)C(C(=O)N1CCN(C(=O)OC(C)(C)C)CC1)n1cc(C(CO)NC(=O)OC(C)(C)C)nn1 (stereo not given in full),12%,0%,5%,.,4%,.,.,-14%
CC(C)NC(=O)c1ccc(Sc2ccccc2)c([N+](=O)[O-])c1,-14%,3%,2%,-1%,5%,4%,0%,-3%
CN(CC(=O)NCc1ccccn1)S(=O)(=O)c1ccccc1,-4%,-4%,5%,17%,-10%,-3%,-1%,0%
COc1ccccc1CNC(=O)C(=O)NCC1OCCN1S(=O)(=O)c1ccc2c(c1)OCCO2 (stereo not given),-4%,-1%,2%,8%,-5%,-22%,1%,i
O=c1ccn(Cc2ccccc2Cl)cc1,.,5%,8%,-2%,8%,?,-1%,i
C(=C\c1nnc(-c2cccs2)o1)/c1ccccc1,22%,?,?,-2%,?,?,-6%,-6%
COCCN(C(=O)CSc1nnc(-c2cccc(C)c2)n1C)c1c(N)n(Cc2ccccc2)c(=O)[nH]c1=O,.,2%,-1%,9%[46 µM],-3%,28%,1%,i
CC(C)(C)n1nnnc1C(c1cccc(C#N)c1)N1CCCCCC1 (stereo not given),-4%,?,-3%,2%,-10%,-16%,-4%,-7%
CC(C)Cc1nnc(NC(=O)CN2C(=O)c3ccccc3C2=O)s1,7%,?,3%,4%[9.22 µM],1%,3%,1%,i

# Screening results from PubChem BioAssay.

# This is a subset; count on the stated rates, not on these rows.
